Assay outcomes: PubChem BioAssay, Broad Institute
Wnt bcat act = Wnt/beta-catenin pathway activators, primary screen, cell-based, plate reader, single point; Wnt/beta-catenin reporter cell assay, activator; activation, % at 9.35 µM; 300,000 compounds, 1.2% hits; AID 743398, 2014; in the data active means activation above about 30%, passing the limit was not always enough;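 further: 0% = neutral control wells and 100% = positive control wells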
An asterisk follows results filed as active.

SMILES	Wnt bcat act
O=C(OCc1cc(Cl)ccc1OC(F)F)c1cc(S(=O)(=O)O)ccc1O	-5.6
CC1(C)CN(Cc2ccccc2)C(=O)[C@H]1CC(=O)Nc1ccccc1	-1.1
Cc1ccc(S(=O)(=O)N2C[C@H]3[C@H]4C(=O)N(c5ccccc5)C(=O)[C@H]4C[C@H](OC(=O)NCc4ccco4)[C@@]3(O)C2)cc1	-0.9
CCc1nc2ccc(C(=O)Nc3ccc(OC)c(OC)c3)cn2c1N(CCC(C)C)CCN(C)C	-1.1
CCCCOc1ccc(S(=O)(=O)NC(=O)C2(C)CCN2C(=O)CCc2ccccc2)cc1 (centres undefined)	-2.8
CCc1ccc(N2C=C(C(=O)OC)C(c3ccccc3F)C(C#N)=C2N)cc1 (centres undefined)	-0.6
C[C@H]1CN([C@@H](C)CO)C(=O)CCCn2nncc2CO[C@@H]1CN(C)S(=O)(=O)c1ccc(Oc2ccccc2)nc1	-1.7
O=C(OCc1cn([C@H]2CN(C(=O)c3cccs3)[C@@H](c3ccccc3)C[C@@H]2O)nn1)c1ccccc1	0.8
CC(C)CCn1nc(C(=O)OCC(=O)NC(C)c2ccccc2)c2ccccc2c1=O (centres undefined)	-0.8
CCN(CC)C(=O)C1=C(C)N(Cc2ccc(C(C)(C)C)cc2)C(=O)C(CC(=O)NCCc2ccccn2)C1 (centres undefined)	-1.9
COc1cc(OC)c(NC(=O)CC2SC(N)=NC2=O)cc1Cl (centres undefined)	-3.5
CC1(C(=O)NS(=O)(=O)c2cccs2)CCN1C(=O)c1ccccc1 (centres undefined)	-1.4
CC1(C(=O)NS(=O)(=O)c2ccc(Cl)cc2)CCN1C(=O)Cc1ccc(-c2ccccc2)cc1 (centres undefined)	-0.8
Cc1ccc(CN2CCC[C@]3(N[C@H](c4ccccc4)[C@@H]4C(=O)N(Cc5ccccc5)C(=O)[C@@H]43)C2=O)cc1	-1.5
O=C(Nc1ccc2c(c1)OCCO2)C(CCc1ccccc1)N1CCN(C/C=C/c2ccccc2)CC1 (centres undefined)	-4.2
Brc1ccc([C@H]2C=C[C@H]3CCCN4CC[C@H]2[C@@H]3[C@]42CO2)cc1	-0.7
O=C(Nc1ccccc1)c1cccc2c(-c3cccnc3)coc12	-1.2
CN(c1cccc(F)c1)c1cc2c(c3c1ccn3C)C1CCC2O1 (centres undefined)	2.6
Cc1cc(CNC[C@H]2O[C@@H](n3cnc4c(N)ncnc43)[C@H](O)[C@@H]2O)no1	-0.3
CN(C)Cc1csc(Nc2ccc(C(F)(F)F)cn2)n1	-1.9
c1ccc(CNc2nc(N3CCN(Cc4ccccc4)CC3)nc3ccccc23)cc1	0.6
Cc1cc(F)ccc1NC(=O)c1ccc(NS(=O)(=O)c2cccs2)cc1	-2.9
CCCCCCCCN1C(=O)[C@@H](CC(=O)NCCC(C)C)C[C@@]2(C(=O)OC)C1=C[C@H](C1CCCC1)O[C@@H]2C	-0.4
CN1OC[C@@H]2CN(C(=O)CCc3ccccc3)[C@H](c3ccc(-n4ccnc4)cc3)C[C@@H]21	-1.0
[O-][n+]1cc(Cl)cc(Cl)c1	-6.2
SMILES	Wnt bcat act
COc1ccc(NC(=O)C2(C)CCN2Cc2csc3ccccc23)cc1OC (centres undefined)	-2.7
COC(=O)[C@]12C[C@H](CC(=O)NCc3cccc4ccccc34)C(=O)N(Cc3ccccc3)C1=C[C@H](C1CCCC1)O[C@@H]2C	-3.8
Nc1nonc1-n1nnc(C(=O)N/N=C/C=C/c2ccccc2)c1CSC1=NCCS1	1.3
CC1(C(=O)NS(=O)(=O)c2ccccc2)CCN1C(=O)c1ccccc1CCc1ccccc1 (centres undefined)	1.4
Cc1nccn1CC(=O)O	-3.5
CC(C)c1ccc(-n2nnnc2SCc2nc(N)nc(N)n2)cc1	-1.7
COc1ccc(CNC(=O)COC(=O)c2cc(C)oc2C)cc1	-2.3
O=C(NCc1cccnc1)C1Cc2c(-c3ccc(Cl)cc3)ccnc2O1 (centres undefined)	-1.3
COc1ccc(NC(=O)C2Cc3c(-c4ccc(NC(C)=O)cc4)ccnc3O2)cn1 (centres undefined)	-5.8
O=C1NC(Cc2ccccc2)c2nc3ccccc3c(=O)n2-c2ccc(Cl)cc21 (centres undefined)	-1.7
CCCCN1CC(COCc2ccccc2)Oc2cccc(N3CCCCC3)c2S1(=O)=O (centres undefined)	-3.3
CSc1nc(N)c(C(=O)N(c2ccccc2)c2ccccc2)s1	-3.0
Cc1ccc(S(=O)(=O)CCC(=O)OCC(=O)Nc2cccc(S(=O)(=O)N3CCCCC3)c2)cc1	-1.2
CCOc1ccc(S(=O)(=O)NCCC(=O)N2CCN(C(C)=O)CC2)cc1	-1.2
COc1cc(C(O)c2nc(-c3ccccc3C)cs2)ccc1F (centres undefined)	0.8
Cc1ccc(CNc2ncnc3ccc(-c4ccc(CO)o4)cc23)o1	-3.9
CC(C)(C)OC(=O)C(Oc1ccccc1[N+](=O)[O-])C(=O)OC(C)(C)C	0.0
CCCCn1nnnc1C(c1cc2ccccc2o1)N1CCN(c2ccccc2F)CC1 (centres undefined)	-2.7
CCCNC(=O)C1(C)CCCN(C(=O)c2cc(F)ccc2C)C1 (centres undefined)	-3.9
Cc1ccc(COC[C@H](CC(C)C)N2CCN(C(=O)c3cccc(C(F)(F)F)c3)CCC2=O)cc1	0.6
COc1cccc(C(O)c2ncc(-c3cccc4ccccc34)[nH]2)c1 (centres undefined)	-1.2
COc1cccc(C#Cc2ccc3c(c2)O[C@H](CN(C)C)[C@@H](C)CN([C@@H](C)CO)S3(=O)=O)c1	-2.6
CN(C(=O)COC(=O)c1ccc(S(=O)(=O)N2CCCCCC2)cc1)c1ccccc1	0.5
O=C(Nc1ccccc1N1CCOCC1)c1cccc2ccccc12	-5.9
CCOC(=O)C(C(=O)OCC)C(=O)c1cccc2ccc3ccccc3c12	3.1
SMILES	Wnt bcat act
CCCCCCCCN1C(=O)[C@@H](CC(=O)N2CCSCC2)C[C@@]2(C(=O)OC)C1=C[C@H](C1CCCC1)O[C@@H]2C	-10.4
CCN1C(=O)[C@@H]2[C@@H]3CN(S(=O)(=O)c4ccc(C)cc4)[C@@H](c4ccccc4Cl)[C@@H]3C(=O)C[C@@H]2C1=O	-0.5
COc1ccc(C(C)=O)cc1CSc1nnc(SCc2cc(C(C)=O)ccc2OC)s1	1.3
CCC(CC)C(=O)N(C)c1c(C)nc2c(OCc3ccccc3C)cccn12	-3.7
Cn1ccc2c(-c3ccc(C(N)=O)cc3)cc3c(c21)C1CCC3C1 (centres undefined)	-2.5
C[C@@H]1CCCCO[C@H](CN(C)Cc2ccncc2)[C@@H](C)CN([C@H](C)CO)C(=O)c2cc(N(C)C)ccc2O1	-0.7
COc1ccc(CN2C(=O)C(CC(=O)NCCCN(C)C)CC(C(=O)N(C(C)C)C(C)C)=C2C)cc1 (centres undefined)	-1.5
Cn1c(NCCc2ccncc2)nc2cc(-c3ccccc3)sc2c1=O	-1.0
CN(C(=O)c1ccccc1)C(=O)c1ccccc1	-2.8
O=C(COC(=O)c1ccc(F)cc1Cl)NC1CC1	0.8
CC1(C(=O)NS(=O)(=O)c2ccccc2C(F)(F)F)CCN1C(=O)CC1CCCC1 (centres undefined)	-0.9
CC(=O)Nc1ccc(NC(=O)C2Cc3c(-c4ccc5c(c4)OCO5)ccnc3O2)cc1 (centres undefined)	-1.6
Cc1cc(=O)n2[nH]c(-c3cccnc3)nc2n1	-0.8
COC(=O)C[C@@H]1OC[C@H](Cc2ccccc2)N1S(=O)(=O)c1ccc(C)cc1	-0.8
C[C@@H]1CN([C@H](C)CO)C(=O)CCCn2cc(nn2)CO[C@H]1CN(C)C(=O)Nc1ccc2c(c1)OCCO2	-1.3
COCc1cc(N2CCN(C(=O)OC(C)(C)C)C[C@@H]2C)ccc1N1CC[C@H](O)C1	-4.9
COc1ccc(-c2c(-c3ccccc3OC)sc3ccccc23)cc1F	-0.8
Cc1cn([C@H]2C[C@H](O)[C@@H](/C=C/C(=O)NCCc3ccc4ccccc4c3)O2)c(=O)[nH]c1=O	-1.4
C=C1[C@@H](C)CN[C@@H]1CCO	1.2
Cc1cccc(C)c1NC(=O)C1(C)CSCC(=O)N1Cc1ccco1 (centres undefined)	-2.5
Nc1[nH]c(C(=O)c2ccccc2)c(-c2ccccc2[N+](=O)[O-])c1C(=O)NCCc1c[nH]c2ccccc12	-4.2
CCCc1nc2c(C)cc(Br)cn2c1Cc1cccc(F)c1	-0.8
O=C(NCCc1c[nH]c2ccccc12)c1ccc([N+](=O)[O-])o1	-2.6
COC(=O)C1=C(C)N(Cc2ccc(F)cc2)C(=S)NC1c1cccc(Cl)c1 (centres undefined)	-2.9
CSc1ncnc2c1ncn2CCCNCC1CCCCC1	-0.5
SMILES	Wnt bcat act
O=C(NCCN1CCC(n2c(=O)[nH]c3ccccc32)CC1)c1ccc(OC(F)(F)F)cc1	-2.9
COc1cc2nc3n(c(=O)c2cc1OC)-c1cc2ccccc2cc1C(=O)NC3Cc1ccccc1 (centres undefined)	-3.4
Cc1noc(C)c1-c1ccc(C(=O)Nc2ccccc2)c2occc12	-0.8
CCOC(=O)Nc1cc(=O)c([N+](=O)[O-])c(N)[nH]1	-2.9
CCCN(C)C1CN(Cc2cn(Cc3ccc(Cl)cc3)nn2)S(=O)(=O)C1 (centres undefined)	0.1
COc1ccc(S(=O)(=O)N(C)C[C@H]2OCCCC[C@H](C)Oc3ccc(NC(=O)Nc4ccc(F)cc4)cc3C(=O)N([C@H](C)CO)C[C@H]2C)cc1	-1.2
COC1OC(c2ccccc2)=C(c2cnc(N)nc2)c2ccc(F)cc21 (centres undefined)	1.5
CSc1sc(C(=O)NNC(C)=O)c2c1C=CCC2	0.7
Nc1nccc(N2CCCCC2)n1	2.7
CCCCN1C(=O)C(CC(=O)NCCc2ccccn2)CC(C(=O)N(C)C)=C1C (centres undefined)	1.7
CCC(c1nnnn1-c1ccc2c(c1)OCCO2)N1CCN(C)CC1 (centres undefined)	0.2
CCCCNC(=O)C[C@@H]1C[C@@]2(C(=O)OCC)CCCC=C2N(Cc2ccccc2)C1=O	-1.7
C[C@H]1O[C@H](C2CCCC2)CC2=C1C(=O)OC(C)(C)O2	-4.4
C[C@H]1CN([C@@H](C)CO)C(=O)CCCn2cc(nn2)CO[C@@H]1CN(C)C(=O)Nc1ccc(C(F)(F)F)cc1	-4.1
COc1ccc(Sc2cccc(Cl)c2)c(C(=O)O)c1	-1.6
COCCNC(=O)C1(C)CCCN(C(=O)c2cc(F)cc(F)c2)C1 (centres undefined)	-2.8
COc1cc(NC(=O)C2CC(c3ccccc3O)=NO2)cc(OC)c1OC (centres undefined)	-0.7
O=C(NCc1ccccc1)C(c1ccccc1F)n1c(=O)c(-c2ccco2)nc2ccccc21 (centres undefined)	-12.4
CC1=C(C(=O)N2CCOCC2)CC(CC(=O)NCc2cccs2)C(=O)N1Cc1ccccc1 (centres undefined)	-2.5
COC(=O)c1sc(NC(=S)NC(=O)c2ccc(F)cc2)nc1C	-0.2
CC(=O)NCCNc1nc2cc(-c3ccc(Cl)cc3C)sc2c(=O)n1C	-0.4
Cc1ccc([C@@H]2CC(=O)[C@@H]3CN(S(=O)(=O)c4ccc(C)cc4)[C@H](c4ccc(Cl)cc4)C[C@@H]3N2S(=O)(=O)c2ccc(Cl)cc2)cc1	-1.9
O=C(c1ccc(Cl)c(Cl)c1)N1CCC(=O)N([C@H](COCc2ccc(Cl)cc2)Cc2ccccc2)CC1	0.5
COc1ccc2c(CN(Cc3ccccc3)Cc3ccccc3)cc(=O)oc2c1	-2.4
C/C(=N\NC(=O)c1ccoc1C)c1ccccc1	18.6

Among those listed so far, two contain bromine.
SMILES	Wnt bcat act
Brc1ccc([C@H]2C=C[C@H]3CCCN4CC[C@H]2[C@@H]3[C@]42CO2)cc1	-0.7
CCCc1nc2c(C)cc(Br)cn2c1Cc1cccc(F)c1	-0.8

(continued)
SMILES	Wnt bcat act
C[C@H](CO)N1C[C@H](C)[C@@H](CN(C)S(C)(=O)=O)OCc2cnnn2CCCC1=O	-0.5
COc1ccc(C2=Nc3ccccc3N(C(=O)c3cccnc3)C2C(=O)NC2CCCC2)cc1 (centres undefined)	4.0
CC(C)[C@H](NC(=O)OC(C)(C)C)c1cc(C(=O)N[C@@H](C)c2ccccc2)c(N)s1	-3.3
COc1ccccc1-c1cnc(C(O)c2c(C)cc(C)cc2C)[nH]1 (centres undefined)	0.2
Cc1ccc(S(=O)(=O)CCC(=O)OCC(=O)Nc2sccc2C#N)cc1	-0.1
CCOC(=O)C1(C)CCCN1C(=O)c1ccccc1OC (centres undefined)	-1.7
O=C1C[C@@H]2C(=O)N(c3ccccc3)C(=O)[C@@H]2[C@@H]2CN(S(=O)(=O)c3ccccc3)[C@@H](c3ccccc3)[C@H]12	-2.4

Gathered by group, those above containing a thiophene ring, fused or not.
SMILES	Wnt bcat act
O=C(OCc1cn([C@H]2CN(C(=O)c3cccs3)[C@@H](c3ccccc3)C[C@@H]2O)nn1)c1ccccc1	0.8
CC1(C(=O)NS(=O)(=O)c2cccs2)CCN1C(=O)c1ccccc1 (centres undefined)	-1.4
Cc1cc(F)ccc1NC(=O)c1ccc(NS(=O)(=O)c2cccs2)cc1	-2.9
COc1ccc(NC(=O)C2(C)CCN2Cc2csc3ccccc23)cc1OC (centres undefined)	-2.7
Cn1c(NCCc2ccncc2)nc2cc(-c3ccccc3)sc2c1=O	-1.0
COc1ccc(-c2c(-c3ccccc3OC)sc3ccccc23)cc1F	-0.8
CSc1sc(C(=O)NNC(C)=O)c2c1C=CCC2	0.7
CC1=C(C(=O)N2CCOCC2)CC(CC(=O)NCc2cccs2)C(=O)N1Cc1ccccc1 (centres undefined)	-2.5
CC(=O)NCCNc1nc2cc(-c3ccc(Cl)cc3C)sc2c(=O)n1C	-0.4
CC(C)[C@H](NC(=O)OC(C)(C)C)c1cc(C(=O)N[C@@H](C)c2ccccc2)c(N)s1	-3.3
Cc1ccc(S(=O)(=O)CCC(=O)OCC(=O)Nc2sccc2C#N)cc1	-0.1

The list is partial; rates above refer to the full screens.
